mHTT CaM bind = mutant huntingtin-calmodulin interaction inhibitors – biochemical, AlphaScreen, primary screen; P42858; AlphaScreen His-mHTT/GST-CaM binding, luminescence; inhibition, % at 15 µM; actives 3.6% (n = 190,000); AID 1671202, 2021;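 further: 0% = both proteins with DMSO and 100% = one protein alone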
Target sequence (P42858 whole entry, looked up, stated change not applied): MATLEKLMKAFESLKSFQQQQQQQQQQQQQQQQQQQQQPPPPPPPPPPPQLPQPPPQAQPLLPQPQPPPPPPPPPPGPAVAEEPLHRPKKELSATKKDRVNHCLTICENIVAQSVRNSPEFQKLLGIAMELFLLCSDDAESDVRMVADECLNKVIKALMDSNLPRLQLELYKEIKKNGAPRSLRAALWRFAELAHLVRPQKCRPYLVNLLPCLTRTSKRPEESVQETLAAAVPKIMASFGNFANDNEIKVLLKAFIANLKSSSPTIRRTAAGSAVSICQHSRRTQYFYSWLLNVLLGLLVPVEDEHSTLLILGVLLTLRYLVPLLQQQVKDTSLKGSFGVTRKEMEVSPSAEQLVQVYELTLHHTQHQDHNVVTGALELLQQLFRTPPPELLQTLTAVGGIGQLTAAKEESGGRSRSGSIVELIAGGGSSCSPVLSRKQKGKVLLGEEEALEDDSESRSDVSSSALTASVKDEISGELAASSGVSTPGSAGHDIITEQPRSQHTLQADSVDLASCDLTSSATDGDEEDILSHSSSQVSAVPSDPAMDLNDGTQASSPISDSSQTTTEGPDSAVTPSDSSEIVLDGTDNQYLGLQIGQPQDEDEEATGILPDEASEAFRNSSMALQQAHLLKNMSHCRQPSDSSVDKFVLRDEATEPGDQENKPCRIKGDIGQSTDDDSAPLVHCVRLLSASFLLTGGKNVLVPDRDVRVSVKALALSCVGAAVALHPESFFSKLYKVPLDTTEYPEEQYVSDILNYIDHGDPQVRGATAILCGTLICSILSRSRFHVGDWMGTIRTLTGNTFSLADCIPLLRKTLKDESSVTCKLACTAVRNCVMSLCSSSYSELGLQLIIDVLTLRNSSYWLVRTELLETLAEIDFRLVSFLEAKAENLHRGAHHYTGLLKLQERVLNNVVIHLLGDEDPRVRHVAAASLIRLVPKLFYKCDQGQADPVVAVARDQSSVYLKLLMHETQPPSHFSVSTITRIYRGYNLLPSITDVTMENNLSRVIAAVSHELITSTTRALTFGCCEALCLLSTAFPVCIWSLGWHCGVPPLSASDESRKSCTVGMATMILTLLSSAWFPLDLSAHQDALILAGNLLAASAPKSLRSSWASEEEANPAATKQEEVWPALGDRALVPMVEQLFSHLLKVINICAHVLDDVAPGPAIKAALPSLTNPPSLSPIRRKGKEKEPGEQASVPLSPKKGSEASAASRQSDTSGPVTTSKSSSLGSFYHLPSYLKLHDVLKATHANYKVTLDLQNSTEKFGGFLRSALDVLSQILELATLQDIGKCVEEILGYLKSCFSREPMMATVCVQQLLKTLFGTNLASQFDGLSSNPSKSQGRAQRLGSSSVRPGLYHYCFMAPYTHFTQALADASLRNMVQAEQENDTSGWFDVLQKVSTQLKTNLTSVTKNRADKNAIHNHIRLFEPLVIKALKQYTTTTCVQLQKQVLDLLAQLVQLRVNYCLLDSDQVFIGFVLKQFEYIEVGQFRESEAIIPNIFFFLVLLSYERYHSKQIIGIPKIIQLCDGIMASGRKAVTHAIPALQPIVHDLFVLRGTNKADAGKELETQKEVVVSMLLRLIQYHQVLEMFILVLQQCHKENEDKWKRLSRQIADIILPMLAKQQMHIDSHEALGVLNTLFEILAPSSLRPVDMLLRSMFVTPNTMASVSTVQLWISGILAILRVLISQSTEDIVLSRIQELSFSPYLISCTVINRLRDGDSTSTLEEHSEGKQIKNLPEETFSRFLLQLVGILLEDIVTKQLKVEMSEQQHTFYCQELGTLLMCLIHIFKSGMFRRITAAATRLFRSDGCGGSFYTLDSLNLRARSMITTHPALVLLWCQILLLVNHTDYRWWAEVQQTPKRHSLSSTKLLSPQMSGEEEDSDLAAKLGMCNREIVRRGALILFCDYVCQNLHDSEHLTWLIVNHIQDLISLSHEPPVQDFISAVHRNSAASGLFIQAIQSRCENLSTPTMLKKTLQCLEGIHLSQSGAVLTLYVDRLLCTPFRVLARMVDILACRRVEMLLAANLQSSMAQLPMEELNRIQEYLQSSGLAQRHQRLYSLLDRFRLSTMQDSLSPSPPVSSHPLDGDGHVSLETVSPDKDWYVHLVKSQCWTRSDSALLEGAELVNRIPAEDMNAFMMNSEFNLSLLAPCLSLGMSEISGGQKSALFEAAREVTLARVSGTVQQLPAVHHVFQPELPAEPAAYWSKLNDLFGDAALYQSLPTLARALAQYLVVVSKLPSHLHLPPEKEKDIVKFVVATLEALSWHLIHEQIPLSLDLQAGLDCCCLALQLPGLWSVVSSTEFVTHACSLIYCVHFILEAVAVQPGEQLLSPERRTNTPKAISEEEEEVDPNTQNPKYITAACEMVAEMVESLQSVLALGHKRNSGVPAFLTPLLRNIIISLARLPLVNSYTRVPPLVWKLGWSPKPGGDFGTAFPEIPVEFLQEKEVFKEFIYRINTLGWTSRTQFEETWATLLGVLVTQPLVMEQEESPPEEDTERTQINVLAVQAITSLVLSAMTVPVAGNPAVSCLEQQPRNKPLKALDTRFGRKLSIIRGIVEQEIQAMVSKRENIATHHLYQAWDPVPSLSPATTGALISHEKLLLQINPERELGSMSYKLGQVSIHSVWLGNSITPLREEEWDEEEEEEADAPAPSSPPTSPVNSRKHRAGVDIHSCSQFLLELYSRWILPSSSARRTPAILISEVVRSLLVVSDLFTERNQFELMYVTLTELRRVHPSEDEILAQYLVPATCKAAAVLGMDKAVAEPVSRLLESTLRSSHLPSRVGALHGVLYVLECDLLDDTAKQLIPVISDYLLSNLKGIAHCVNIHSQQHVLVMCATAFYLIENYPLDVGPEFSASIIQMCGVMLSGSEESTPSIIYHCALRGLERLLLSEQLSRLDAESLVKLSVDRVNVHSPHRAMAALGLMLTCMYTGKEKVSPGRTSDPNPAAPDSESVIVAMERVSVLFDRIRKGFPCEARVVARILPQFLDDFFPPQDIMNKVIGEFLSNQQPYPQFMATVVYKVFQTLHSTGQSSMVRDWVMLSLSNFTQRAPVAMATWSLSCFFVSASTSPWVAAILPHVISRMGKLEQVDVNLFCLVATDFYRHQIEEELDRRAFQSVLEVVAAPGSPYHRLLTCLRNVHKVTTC
Pf apPOL inh = Pf-apPOL inhibitors, biochemical, fluorescence; Recombinant Pf-apPOL, molecular beacon fluorescence, 1.5 h; inhibition, % at 10 µM; actives 0.25% (n = 210,000); AID 1794808, 2022
The depositor's hits bear a star; nt = no result given; & = joins results of further samples. No stated cut-off is given here; in the data, active means inhibition above about 50%; inactive means the rest. Random draw from the library; overall some 3.6% were active at least once.

SMILES,mHTT CaM bind,Pf apPOL inh
CCOc1ccccc1-c1noc(-c2cc(-c3ccccc3)n[nH]2)n1,22,6
CC1CCN(c2nc(N3CCCCC3)nc(N3CCCCC3)n2)CC1,-9,nt
O=C(NC1CCCCCCC1)C1c2ccccc2C(=O)N1CCCN1CCCCC1 (stereo not drawn),-3,-11
CCc1ccc(NC(=O)C2CC(c3cccc(OC)c3)=NO2)cc1 (stereo not drawn),-13,7
O=C(CSc1nc2c(c(=O)n1-c1ccccc1)SCC2)NCCc1ccccc1,-3,0
N#Cc1c(N)nc2sc(C(=O)c3ccc(Cl)cc3)c(N)c2c1-c1ccc(O)cc1,83*,8
COCCCNC(=O)c1ccc([N+](=O)[O-])o1,-8,-5
O=C(NC1(c2nc(-c3cccnc3)no2)CCCCC1)c1ccc[nH]c1=O,-7,-8
CC1(C)OC(=O)C(=CNc2ccccc2[N+](=O)[O-])C(=O)O1,5,-2
COc1cccc(C(=O)N2CC3CC(NC(=O)c4ccccc4)C2C3)c1OC (stereo not drawn),7,-2
Cc1ccc2c(c1)N(c1ccc(Br)cc1C)C=C(C#N)S2(=O)=O,-1,1
O=[N+]([O-])c1ccc(Oc2cccnc2)nc1,nt,0
CCN(C)C(=O)c1ccccc1N1CCC(NC(=O)OC)CC1,14,-113
CCOc1ccc(CN2CCCC2c2cc(CC)no2)cc1OCC (stereo not drawn),8,-2
COCCN=C1Nc2ccccc2CNC12CCN(C(=O)c1ccccc1C(F)(F)F)C2 (stereo not drawn),16,-5
COc1ccc([C@@H]2C[C@H](c3ccccc3)Oc3cc(C)cc(C)c32)cc1,-21,-4
COc1cc(OC)c(NC(=O)c2coc(=O)c3ccccc23)cc1Cl,-1,-1
COc1ccc(C2(CCNCc3ccc(OC)c(OC)c3)CCOC(C)(C)C2)cc1 (stereo not drawn),4,0
O=C1CSC(=S)N1Cc1cccnc1,20,nt
CCCN1C(=O)Cc2ccccc2C1C(=O)NCc1cccc(Cl)c1 (stereo not drawn),-8,0
CSc1nsc(SC)c1C#N,-11,nt
CN(CCO)c1cccc2c1S(=O)(=O)N(Cc1cn(Cc3cccc(F)c3)nn1)Cc1ccccc1O2,16,-11
Cc1cccc(C2=N/C(=C\c3cccc(I)c3)C(=O)O2)c1,1,-2
O=C(Nc1ccc(S(=O)(=O)Nc2cnc3ccccc3n2)cc1)c1ccccc1F,2,-2
COc1cc(/C=C2\C(=O)NC(=O)N(c3ccc(F)cc3)C2=O)ccc1OCC(=O)O,-1,-4
COc1ccccc1N(CN1C(=O)c2ccc(Br)cc2C1=O)C(C)=O,-2,2
COc1cccc(CN(CC(=O)NCc2ccccc2)S(=O)(=O)CCl)c1,-8,-5
Cn1c(=O)[nH]c(=O)c2c1nc(Br)n2Cc1ccc(F)cc1,-5,-2
COc1ccccc1CC(=O)N1CCN(c2ccccc2F)CC1,0,-19
COc1ccc(-c2[nH]nc3c2C(c2ccc(C(F)(F)F)cc2)C(C#N)=C(N)O3)cc1OC (stereo not drawn),100*,1
COc1ccc(Cl)cc1NS(=O)(=O)c1ccc2nc(-c3ccccc3)[nH]c2c1,-2,-9
CC(O)c1cccc(NC(=O)c2cc3n(n2)C(C(F)(F)F)CC(c2ccc(Cl)cc2)N3)c1 (stereo not drawn),21,-6
O=C(CSCSCC(=O)NCc1ccccc1)NCc1ccccc1,nt,-3
CC1CCN(c2nnc(C(=O)NC3CC3)c3ccccc23)CC1,10,-6
c1cc(CCSC2CCCCC2)ccn1,1,0
COCCn1c(C2CCN(C(=O)Nc3ccc(C)c(Cl)c3)C2)nc2cccnc21 (stereo not drawn),7,-10
Cc1cc(C)n2nc(SCC(=O)N3CCOCC3)nc2n1,-5,-13
Cc1cc2[nH]c(C(=O)Nc3ccc(F)cc3C)c(CN3CCOCC3)c2s1,22,25
COc1ccccc1/C=C1\N=C(c2ccc(OC)c([N+](=O)[O-])c2)OC1=O,0,4
COc1ccccc1C=C1Oc2c(ccc3c2CN(c2ccc4c(c2)OCCO4)CO3)C1=O,28,-4
CCOC=Nc1c(C(=O)OCC)sc2nc(SC)ncc12,nt,-6
CCc1ccc(N2CCN(C(=O)c3cccc(F)c3)C(C)C2=O)cc1 (stereo not drawn),1,-2
C=CCn1c2ccccc2c2nnc(SCC(=O)c3ccccc3)nc21,-7,-1
CC(=O)N1CCc2[nH]c3ccc(C(=O)N4CCN(CC(C)C)CC4)cc3c2C1,30,-4
CC(C)C(=O)N1CCCC(c2ccnc(-c3ccc(F)cc3)n2)C1 (stereo not drawn),9,-4
COc1ccc2oc(=O)c(C(=O)Nc3ccc(C)c(C)c3)cc2c1,2,-1
CC(C)(C)c1noc(-c2ccc(=O)n(Cc3ccc(Cl)cc3)n2)n1,-9,-1
Cc1ccc(C2=NN(C(=O)CN3CCCC3)C(c3ccc4c(c3)OCO4)C2)cc1 (stereo not drawn),32,-7
Cc1ccc(C(=O)NC2CCCC2)c(Cl)c1,-12,-2
N#C/C(=C\c1ccccc1C(F)(F)F)c1nc2ccccc2[nH]1,-25,4
COc1cc(C(=O)Nc2cccc3c2CCCC3)cc(OC)c1OC,-2,8
Nc1cc(=O)[nH]c(SCC(=O)NCc2ccccc2)n1,-19,0
Cc1noc(C2CN(C(=O)Cc3c(F)cccc3Cl)CC23CCOCC3)n1 (stereo not drawn),-4,-1
COc1ccc(CN2CCc3nc(Nc4ccccc4)ncc3C2)cc1,44,1
CCn1cnnc1C1CCN(C(=O)c2ccc3c(c2)OCO3)CC1,-1,-3
O=C(NC1CCCCC1)[C@@H]1CC=C[C@@H]2CCN(C3CCCCC3)C(=O)[C@@H]21,-3,-3
O=C(CC(C(=O)N1CCc2ccccc21)n1ccnc1)NC1CCCC1 (stereo not drawn),-3,-6
Cc1ccc(NC(=O)c2cc(N3CCOCC3)c3cc(C)ccc3n2)cc1,-9,-1
O=C(NCc1ccco1)C1CCc2sc(C(=O)N3CCCCCC3)cc2C1 (stereo not drawn),10,6
C/C(Cl)=C\CSc1nc2c(c(=O)[nH]c(=O)n2C)n1CCC(C)C,4,-2

(more compounds)
SMILES,mHTT CaM bind,Pf apPOL inh
CCc1nn2c(CNC(=O)c3ccccc3)c(C)nc2s1,-5,1
O=C(NC1CC1)c1ccccc1OCC1CCN(C(=O)c2ccc(F)c(F)c2)CC1,2,9
CCc1ccc(NC(=O)C2c3ccccc3C(=O)N(CCOC)C2c2ccc(F)cc2)cc1 (stereo not drawn),2,-1
CCC(=O)NC(c1ccc(C)cc1)c1cc([N+](=O)[O-])c2cccnc2c1O (stereo not drawn),100*,-5
COc1ccccc1NC(=O)CN1C(=O)C(c2ccc(Cl)cc2)=NC12CCCCC2,-3,0
CCC(C)Nc1ncnc2c1cnn2-c1ccc(Cl)cc1 (stereo not drawn),-4,-4
CC1(C)CC(Cc2ccccc2)(C(CN)CO)CCO1 (stereo not drawn),1,2
CC(C)OCCCNC(=O)C1(C)CCC(=O)N1Cc1cccc(F)c1 (stereo not drawn),-3,4
Cc1cccc(CC(=O)N2CC3CC(NC(=O)c4cccs4)C2C3)c1 (stereo not drawn),-2,-1
Cc1cccc(-c2noc(-c3cccnc3N3CCC(C(=O)NCC(C)C)CC3)n2)c1,-9,-5
c1ccc2c(c1)CCN(Cc1nc(-c3ccc(N4CCCCCC4)nc3)no1)C2,-2,-3
Cc1cc(NC(=O)C(=O)NCCN2CCN(S(C)(=O)=O)CC2)ccc1Br,-5,4
COc1cc2oc(=O)cc(-c3ccc(-c4ccc(C(F)(F)F)cc4)cc3)c2c(OC)c1OC,0,-7
CCC(=O)N1c2ccccc2-c2nnc(SC)nc2OC1c1ccco1 (stereo not drawn),2,-70
CCc1cccc(NC(=O)CCNS(=O)(=O)c2ccc(Br)s2)c1,-5,-2
N#C/C(=C\c1cccc(Br)c1)c1nn(-c2ccccc2)c(N)c1C#N,8,-1
O=C(NCCC1=CCCCC1)c1cc(N2C(=O)CCS2(=O)=O)ccc1Cl,-11,-3
c1ccc2c(Cc3c[nH]c4ccc(-c5ccncc5)cc34)c[nH]c2c1,100*,3
COc1ccc(CNC(=O)c2cnn3c(C(F)(F)F)cc(-c4ccc5c(c4)OCO5)nc23)cc1,-2,9
N#CCN(CC#N)C(=O)c1cccs1,nt,-8&-4
COc1cc(OC)cc(C(=O)N2CCN(c3cc(-c4cccnc4)[nH]n3)CC2)c1,1&-7,-10&-6
CCN1c2cc(F)ccc2C(=O)NC12CCN(C(=O)c1ccccc1OC)CC2,3,0
CCOC(=O)C1CCN(c2nc(OC)nc(OC)n2)CC1,nt,-11
CCOc1ccccc1C(=O)NCc1ccc(C)cc1,-12,1
COc1ccc(-c2cc3c(c4c2ccn4C)C2CCC3O2)cc1OC (stereo not drawn),34,-9
COc1cccc(C2=NOC(C(=O)NC(C)C)C2)c1 (stereo not drawn),-6,-11
O=S(=O)(c1cccnc1)N1CCCC2(C1)Nc1ccccc1NC2=NC1CCCC1 (stereo not drawn),15,-3
CN(C)c1ccc(CNC(=O)C2CCN(c3cncnc3N3CCOCC3)CC2)cc1,2,-6
O=[N+]([O-])c1ccc(SC2=NCCS2)nc1,nt,-7
CC(C)N1C(=O)C(C)(C(=O)Nc2cccc(Cl)c2)Oc2cccnc21 (stereo not drawn),-7,-1

Complete entries from above. Order of screens: mHTT CaM bind	Pf apPOL inh
Record of COc1cc2oc(=O)cc(-c3ccc(-c4ccc(C(F)(F)F)cc4)cc3)c2c(OC)c1OC : 0	-7
Record of CCOC(=O)C1CCN(c2nc(OC)nc(OC)n2)CC1 : nt	-11
Record of COc1ccc(CNC(=O)c2cnn3c(C(F)(F)F)cc(-c4ccc5c(c4)OCO5)nc23)cc1 : -2	9
Record of CC1(C)CC(Cc2ccccc2)(C(CN)CO)CCO1 (stereo not drawn) : 1	2
Record of CN(C)c1ccc(CNC(=O)C2CCN(c3cncnc3N3CCOCC3)CC2)cc1 : 2	-6

The results go on.
Results follow in this order: mHTT CaM bind	Pf apPOL inh
- Cc1ccc(N2C(=O)NC3CC2(C)Oc2ccc(Cl)cc23)cc1C (stereo not drawn)
  18	-4
- COc1cc(OC)cc(C(=O)Nc2c3c(nn2-c2ccccc2)CSC3)c1
  20	4
- O=C(NC1CCCCC1)N1CCc2nc(-c3ccc(F)cc3)ncc2C1
  2	-3
- COC(=O)c1ccc(C(=O)Nc2ccc(C(F)(F)F)cc2)nc1
  nt	-5
- COc1ccccc1Cc1nc(-c2ccccn2)no1
  0	-13
- O=[N+]([O-])c1cc([N+](=O)[O-])c2cnn(CN3CCCOC3)c2c1
  17	-2
- Cc1cccc(NC(=O)Cn2c(C)nc(C)c(C)c2=O)c1C
  -7	-3
- O=C(COc1ccc(Br)cc1Cl)N1CCN(c2ccc([N+](=O)[O-])cc2)CC1
  3	-5
- CS(=O)(=O)N1CCN(c2c([N+](=O)[O-])cc(C(F)(F)F)cc2[N+](=O)[O-])CC1
  -3&6	-2
- Cc1oc(C2CCN(C(=O)CC(C)(C)C)CC2)nc1C(=O)N1CCOCC1
  7	5
- CCOC(=O)Nc1ccc2c(c1)N(C(=O)CNC(C)C)c1ccccc1CC2
  -4	-2
- O=C(NCc1ccccc1)c1cc2n(n1)CCCN(Cc1ccc(F)cc1)C2=O
  -6	-1
- COc1ccc(S(=O)(=O)N2CCN(C)c3ccccc32)cc1Cl
  45	0
- CN1c2cc(F)ccc2C(=O)NC12CCN(C(=O)NCCc1ccccc1)CC2
  -10	-4
- Cc1ccc(-c2noc(C3CCN(CC(=O)NC(C)(C)C)CC3)n2)cc1
  -4	-5

Retrieved by structure from above:
Results follow in this order: mHTT CaM bind	Pf apPOL inh
- COc1ccccc1Cc1nc(-c2ccccn2)no1
  0	-13
- O=[N+]([O-])c1cc([N+](=O)[O-])c2cnn(CN3CCCOC3)c2c1
  17	-2
- Cc1ccc(N2C(=O)NC3CC2(C)Oc2ccc(Cl)cc23)cc1C (stereo not drawn)
  18	-4
- COc1cc(OC)cc(C(=O)Nc2c3c(nn2-c2ccccc2)CSC3)c1
  20	4
- COC(=O)c1ccc(C(=O)Nc2ccc(C(F)(F)F)cc2)nc1
  nt	-5

The list goes on.
Results follow in this order: mHTT CaM bind	Pf apPOL inh
- Brc1cccc(Oc2cccnc2)c1
  -13	-10
- CCN(CC)C(=S)Oc1ccc(Br)cc1C(=O)Nc1ccc(F)c(Cl)c1
  nt	-7
- CCCN1CCN(C(=O)c2cnc(N3CCN(c4ccccn4)CC3)c3ccccc23)CC1
  5	-4
- COc1ccc(NC(=O)C(c2ccccc2)N(C)C(=O)c2ccc(=O)[nH]c2)cc1 (stereo not drawn)
  -1	-5
- O=C(Nc1ccc(Nc2ccccc2)cc1)C1CCCC1
  48	3
- COc1ccc(F)cc1S(=O)(=O)N1CCc2c(nc(-c3ccc(F)cc3)[nH]c2=O)C1
  -3	0
- CCCCN1CC(N2CCCC2)CS1(=O)=O (stereo not drawn)
  -6	0
- COc1ccc(/C=C2\SC(=O)N(Cc3ccc(F)cc3)C2=O)cc1OC
  2	-5
- O=C(Nc1cccc(F)c1)C1CCN(c2cc(C(=O)N3CCCCC3)ccn2)CC1
  7	0
